# Assay outcomes from PubChem.
# MgcRacGAP inhibition – MgcRacGAP GTPase-activating activity inhibitors, confirmation, biochemical, ADP Hunter fluorescence. MgcRacGAP-stimulated Rac1 GTP hydrolysis, ADP Hunter fluorescence; higher % means a stronger effect; GST-tagged Rac1 F28L mutant substrate. 340,000 tested, 0.6% active. AID 624330. inhibition, % at 30 µM, or IC50 in µM where a hit was titrated;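 active means first-screen hits whose inhibition reached a set limit at any dose in the follow-up dose series; inconclusive means inhibition above the set first-screen limit but never retested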;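 further: fluorescence reports GDP produced by GAP-driven GTP hydrolysis; strong numbers were not always called active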
# West Nile virus CPE – West Nile virus antiviral activity, cell-based, CPE readout (AID 1621); West Nile virus-infected cells, CPE inhibition; higher % means a stronger effect; 290,000 tested, 0.02% active; one-dose CPE inhibition, % at 10 µM; IC50 in µM for titrated hits; in the data active means a potency from the dose series; inconclusive means CPE inhibition mostly from about 3.7% at the one dose, without a potency; inactive means the rest, 99 in 100 with CPE inhibition below about 2.2%; further: strong numbers were not always called active
# NS5 inhibitors – flavivirus cap methylation enzyme inhibition – biochemical, confirmation dose response, primary screen (AID 588689); 340,000 tested, 0.3% active; inhibition, % at 25 µM; hits with a dose series show IC50 in µM; Dengue-2 NS5 methyltransferase capping enzyme assay, biochemical; higher % means a stronger effect; in the data active means a potency from the dose series; inconclusive means inhibition above about 29% without an active follow-up result
# Large T inhibition – SV40 large T antigen inhibitors, biochemical (AID 1903); SV40 large T antigen ATPase/helicase inhibition assay; higher % means a stronger effect; inhibition, % at 20 µM, or IC50 in µM where a hit was titrated; 310,000 tested, 0.39% active; in the data active means a potency from the dose series; inconclusive means inhibition mostly from about 32% at the one dose, without a potency; inactive means the rest, 99 in 100 with inhibition below about 32%; further: strong numbers were not always called active
# SIAH1 antagonists – blockers of Siah-1 interaction with plectin peptide – biochemical, fluorescence polarization, rhodamine-plectin, uHTS, primary screen (AID 1817) | Siah-1 / rhodamine-plectin peptide fluorescence polarization; higher % means a stronger effect | displacement, % at 20 µM; hits with a dose series show IC50 in µM | 290,000 tested, 0.02% active;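 active means displacement of at least 50% at 20 µM, with a fluorescence ratio check between 0.3 and a set limit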;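 further: plate controls were Siah plus tracer with DMSO for no effect and tracer alone without Siah for full effect; strong numbers were not always called active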
# K1F lysis inhibition – protection from phage-mediated lysis, alamar blue read-out – E. coli UTI89, K1F phage, bacterial capsule biogenesis inhibitors (AID 488966) | E. coli UTI89 K1F phage lysis, alamar blue, 2 h; higher % means a stronger effect | 340,000 tested, 0.02% active | inhibition, % at 100 µM; hits with a dose series show IC50 in µM;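 active means phage lysis inhibition, versus mean bacterial control, above a set limit; inconclusive means no clear call, values can overlap the other calls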;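 further: capsule biogenesis inhibitors block K1F phage lysis so surviving cells raise fluorescence; higher fluorescence means more inhibition of phage lysis; actives were called in the ten point dose series up to 300 µM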
# NTR1 agonist – NTR1-driven beta-arrestin-GFP spot formation – imaging, U2OS cells, high content, primary screen (AID 493036); agonist mode; activation, % at 20 µM; P30989; 330,000 tested, 0.17% active;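 active means activation at or above 40% of the spot to cytoplasm intensity ratio, with at least 20 cells analyzed; inconclusive means wells under 20 cells, flagged as cytotoxic or low count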;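 further: 0% = DMSO without peptide and 100% = 100 nM NTR1 peptide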
# Target sequence (P30989 whole entry, looked up): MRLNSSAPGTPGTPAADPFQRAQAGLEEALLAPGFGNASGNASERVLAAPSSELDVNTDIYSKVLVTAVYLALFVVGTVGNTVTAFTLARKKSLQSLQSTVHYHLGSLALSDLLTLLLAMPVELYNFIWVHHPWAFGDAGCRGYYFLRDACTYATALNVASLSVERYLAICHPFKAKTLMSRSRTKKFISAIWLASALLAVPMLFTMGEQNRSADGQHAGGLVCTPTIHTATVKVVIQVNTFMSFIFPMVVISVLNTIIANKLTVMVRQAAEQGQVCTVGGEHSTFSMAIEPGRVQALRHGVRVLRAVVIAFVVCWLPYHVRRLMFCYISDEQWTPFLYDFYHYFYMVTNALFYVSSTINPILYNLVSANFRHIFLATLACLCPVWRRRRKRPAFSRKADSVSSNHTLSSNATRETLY
# AID2073 – inhibitors of Mint1-CaV2.2 protein interaction, biochemical, HTRF (AID 2073); HTRF protein-protein interaction, Mint1-CaV2.2; higher % means a stronger effect; one-dose inhibition, % at 20 µM; IC50 in µM for titrated hits; 290,000 tested, 0.19% active; in the data active means inhibition mostly above about 51%, no sharp cut-off; inconclusive means no clear call, values can overlap the other calls; inactive means mostly below about 53%; further: some results filed as inactive read as strong as hits
# RSV antiviral HEp-2 – inhibition of RSV-induced cytopathic effect – HEp-2 cells, primary 10 µM value included (AID 2391) | HEp-2 cells, RSV-induced CPE inhibition; higher % means a stronger effect | one-dose CPE inhibition, % at 10 µM; IC50 in µM for titrated hits | 310,000 tested, 0.13% active; in the data active means a potency from the dose series; inconclusive means CPE inhibition mostly from about 23% at the one dose, without a potency; inactive means the rest, 99 in 100 with CPE inhibition below about 21%; further: strong numbers were not always called active
# NTR1 agonist cell count 20 µM – recorded beside NTR1 agonist, whose call it bears; cell count; measured here: cell count, cytotoxicity flag
# NS5 inhibitors pilot replicate – recorded beside NS5 inhibitors, whose call it bears; inhibition, %; measured here: pilot screen replicate inhibition
# * marks the source's active call; other numbers are inactive results; ? = inconclusive; . = no result given; [ ] = remark or other dose. Random draw from the library (roughly 1.6% active in at least one column).
SMILES,MgcRacGAP inhibition,West Nile virus CPE,NS5 inhibitors,Large T inhibition,SIAH1 antagonists,K1F lysis inhibition,NTR1 agonist,NTR1 agonist cell count 20 µM,AID2073,RSV antiviral HEp-2,others
COc1ccc(NC(=O)C(c2ccc(C)cc2)N(C)C(=O)c2cnccn2)cc1 (stereo not drawn),0%,-0.1%,-16%,3%,-4%,-0.3%,3.2,68,-3%,0.0%,
COc1ccc2nc(SCC(=O)Nc3ccccc3C)[nH]c2c1,7%,-0.2%,-6%,25%,1%,6.8%,-0.2,57,5%,-1.7%,
COc1ccc(-c2csc3ncn(-c4cccc(C)c4)c(=O)c23)cc1OC,5%,-0.4%,-3%,4%,-4%,0.2%,1.2,79,-4%,19%,
COCCNC(=S)N(CCc1c(C)[nH]c2ccc(F)cc12)Cc1cccs1,8%,-1.3%,-14%,-4%,-10%,-0.2%,6.0,24,-16%,11%,
COc1ccccc1CNC(=O)C1CCN(S(=O)(=O)c2ccc3c(c2)NC(=O)CO3)CC1,8%,0.5%,-7%,-3%,-4%,0.1%,-0.3,49,5%,0.8%,
C=CCNC(C(=O)Nc1cccc(OC)c1)c1ccccc1 (stereo not drawn),6%,-0.3%,-6%,0%,-2%,-2.0%,-0.3,50,1%,-1.6%,
COc1ccc(C2=NOC(C(=O)Nc3ccc(C)cc3)C2)cc1OC (stereo not drawn),3%,-0.1%,2%,-5%,0%,-2.1%,-0.9,65,-3%,1.2%,
CCN(CC)c1ccc(/C=N/N2CCOCC2)c(O)c1,76µM*,-0.6%,3%,?,1%,1.5%[50 µM],0.5,56,-16%,3.5%,
O=C(O)c1ccccc1C(=O)NCc1ccc2c(c1)OCO2,1%,0.2%,-1%,3%,1%,0.8%,0.1,68,12%,-0.3%,
O=C(N/N=C/c1ccc(OC(F)F)cc1OC(F)F)c1ccc(Br)cc1,1%,0.1%,-9%,0%,-1%,-0.3%,2.5,73,5%,2.6%,
CC(C(=O)NCc1ccccn1)c1ccc([N+](=O)[O-])cc1 (stereo not drawn),-6%,0.9%,-7%,6%,4%,0.2%,-2.2,70,10%,1.2%,
Cc1ccc(OCCCC(=O)Nc2ccc(Cl)c(S(=O)(=O)N3CCOCC3)c2)cc1,10%,.,-7%,.,.,-0.2%[50 µM],0.5,89,.,4.1%,
Cc1nnc(SCC(=O)Nc2sc3c(c2C(N)=O)CCCC3)[nH]c1=O,14%,0.2%,3%,4%,-1%,0.4%,1.8,76,12%,2.6%,
CCCn1c(SCC(=O)c2ccc3c(c2)OCCO3)nnc1-c1ccco1,13%,-0.2%,-3%,1%,5%,5.3%,5.0,57,10%,1.2%,
O=C(Nc1ccc(S(=O)(=O)NC2=NCCCCC2)cc1)c1ccc(Cl)cc1Cl,9%,.,0%,12%,.,0.5%[50 µM],1.8,50,.,12%,
CC1CCCN(C(=O)C2CCN(CC(C)c3ccccc3)CC2)C1 (stereo not drawn),26%,0.1%,-3%,9%,-1%,0.4%,-1.2,41,14%,-1.8%,
COc1ccc(OC)c(/C=C2\Oc3cc(OCC(=O)N4CC(O)C[C@H]4C(=O)O)ccc3C2=O)c1 (stereo partly drawn),4%,0.1%,-5%,.,0%,4.5%,17,84,50%,1.5%,
COC(=O)[C@H]1[C@H](c2ccccc2)[C@H](C(=O)OC)O[C@H]1c1ccccc1,8%,.,-8%,1%,.,0.1%,0.6,52,.,0.3%,
O=C(CCC(=O)c1cccs1)NCc1ccccc1,6%,-0.1%,2%,0%,-4%,1.6%,-0.2,58,-1%,1.0%,
O=C(/C=C/c1cc(Br)ccc1F)OCC(=O)N1CCCC1,12%,.,0%,.,.,0.2%,2.9,65,.,1.4%,
O=C(Nc1ccccc1Br)c1ccc(N2CCCC2=O)cc1,4%,.,4%,10%,.,1.7%[50 µM],0.0,62,.,9.8%,
NS(=O)(=O)c1ccc(CCN2C(=O)CCC2=O)cc1,5%,-0.5%,-8%,6%,4%,-0.1%,1.3,69,0%,2.0%,
COc1ccc(NC(=O)N2CCCC2C(=O)NCC2CCCCC2)cc1 (stereo not drawn),7%,0.3%,0%,11%,-4%,-0.2%,1.8,51,3%,0.8%,
O=C(N/N=C/c1ccc(Cl)cc1)c1cc2c(s1)-c1ccccc1CC2,5%,1.3%,1%,4%,8%,0.0%,9.9,55,6%,0.1%,
NS(=O)(=O)c1ccc(CNC(=O)c2cc(-c3cccnc3)nc3ccc(Br)cc23)cc1,-1%,-0.3%,-8%,25%,0%,0.6%,2.5,56,41%,0.5%,
C/C=C/C=C/C(=O)OCC(=O)Nc1ccc(Cl)cc1,-1%,-0.1%,-2%,12%,2%,0.3%,0.0,60,8%,-0.5%,
COc1ccccc1CNC(=O)COC(=O)c1sc(C)nc1C,-1%,.,4%,.,.,0.4%[50 µM],-2.0,57,.,2.1%,
Cc1ccc(S(=O)(=O)N2CCOCC2)cc1NC(=O)Nc1ccc([N+](=O)[O-])cc1,5%,.,-3%,.,.,1.7%,3.6,71,.,.,
CC[C@@H]1C(c2cccc(Cl)c2)=NN(c2ccc(Br)cc2)[C@H]1C(=O)N1CCOC1=O,6%,.,-11%,.,.,0.3%,6.6,56,.,.,NS5 inhibitors pilot replicate=-7.6
CC1CCC(=C(C#N)c2nc(-c3cc4ccccc4oc3=O)cs2)CC1 (stereo not drawn),13%,0.0%,-9%,27%,1%,0.0%,1.2,83,9%,?,
CCN1CCN(C(c2cccs2)C(C)NC(=O)c2ccco2)CC1 (stereo not drawn),3%,-0.1%,-7%,24%,-4%,6.4%,0.6,62,-2%,-0.3%,
Cc1cc(NC(=O)CSc2nc(Cc3ccccc3)c(C)[nH]2)no1,5%,-0.9%,-8%,7%,1%,0.2%,-1.6,49,0%,-0.3%,
O=C(c1ccc(Cl)nc1)N1CCN(S(=O)(=O)c2ccccc2)CC1,0%,0.6%,-14%,8%,0%,0.3%,1.0,59,15%,0.9%,
C/C(=N\OCC(=O)Nc1nc2ccccc2s1)c1ccccc1,5%,0.3%,5%,6%,7%,1.9%[50 µM],3.2,46,-6%,3.4%,
CCn1cc(/C=N\NC(=O)c2ccc(Cl)cc2)cn1,6%,0.1%,-3%,14%,4%,0.3%[50 µM],-1.0,67,4%,0.9%,
CNc1nc(C23CC4CC(CC(C4)C2)C3)cs1,3%,-0.3%,-9%,18%,0%,0.0%,4.3,40,17%,8.3%,
Cc1cccn2c(=O)c(C=C(C#N)C#N)c(N3CCN(c4cccc(Cl)c4)CC3)nc12,.,1.2%,1%,5%,-5%,0.2%,6.4,84,8%,12%,
O=C(CN1C(=O)NC2(CCCC2)C1=O)Nc1cc(S(=O)(=O)N2CCCCC2)ccc1Cl,6%,.,1%,.,.,0.6%[50 µM],1.8,60,.,.,
Cc1nc(CNC(=O)c2cc(COc3c(F)cccc3F)on2)cs1,11%,0.0%,-2%,1%,0%,0.2%,-0.1,59,7%,-0.9%,
O=S(=O)(c1ccc(Cl)cc1)c1snnc1-c1ccccc1,12%,3.0%,-35%,-2%,1%,1.2%,6.9,47,0%,-3.8%,
Cc1ccc(-c2nc(CS(=O)CC(=O)NCc3ccc(Cl)cc3)c(C)o2)cc1 (stereo not drawn),4%,-0.5%,1%,8%,-1%,0.3%,-0.4,84,0%,0.9%,
O=C(c1cccnc1)N1CCN(C(=O)c2cccs2)CC1,4%,0.4%,-3%,9%,1%,0.7%,-1.1,42,-6%,1.6%,
N/C(=N\OC(=O)CCCc1ccccc1)c1ccccc1,3%,-0.9%,-2%,24%,1%,1.9%[50 µM],0.8,47,13%,0.7%,
CCOc1ccc(CCNC(=O)COC(=O)c2ccccc2O)cc1OCC,5%,0.1%,-7%,-2%,4%,0.2%,0.2,38,9%,0.8%,
CSc1ncc(Cl)c(C(=O)C(C#N)c2nc3c(C)cc(C)cc3c(=O)[nH]2)n1 (stereo not drawn),4%,0.2%,4%,9%,4%,-0.2%,5.5,47,19%,9.4%,
COc1ccc(C)cc1NC(=O)C(Sc1nnc(Nc2cc(C)ccc2OC)s1)c1ccccc1 (stereo not drawn),10%,-0.2%,-7%,6%,4%,-1.4%,0.7,32,-12%,14%,
Cc1ccc(CNC(=O)CN(c2ccc(Cl)cc2)S(C)(=O)=O)cc1,0%,-0.5%,9%,11%,8%,-2.2%,-1.0,66,5%,-0.4%,
O=C(CCc1ccccc1)Nc1ccc(S(=O)(=O)Nc2nccs2)cc1,2%,-0.2%,2%,22%,11%,0.0%,-2.0,43,-1%,1.9%,
Cc1ccc(S(=O)(=O)Nc2ccc(O)c(S(=O)(=O)c3ccc(C)cc3)c2)cc1,7%,-1.0%,4%,11%,-4%,0.0%,-0.1,70,9%,3.1%,
Cn1c(SCC(=O)c2cc3ccccc3o2)nnc1-c1ccccc1,18%,0.1%,-3%,14%,5%,0.5%,-2.4,90,-14%,3.4%,
CC(C)(C)C(=O)Nc1ccc(C(=O)CN2C(=O)NC3(CCOc4ccccc43)C2=O)cc1 (stereo not drawn),3%,.,-12%,.,.,0.2%[50 µM],-0.5,64,.,1.0%,
Cc1ccc(NC(=O)C2CCCN2S(=O)(=O)c2ccc3c(c2)n(C)c(=O)c(=O)n3C)cc1C (stereo not drawn),-6%,.,-1%,11%,2%,0.7%,-1.6,65,-4%,1.8%,
Cc1cnc(C(=O)OCC(=O)N(C(C)C)C(C)C)cn1,5%,0.0%,-3%,-1%,-2%,-1.6%,0.6,69,-3%,0.7%,
COc1cccc(OCc2nc3ncc(Br)cc3[nH]2)c1,-1%,?,-2%,-3%,3%,0.2%,1.1,45,-2%,-1.6%,
CCc1ccn2cc(-c3cc(-c4ccccc4)no3)nc2c1,10%,1.1%,-3%,-1%,-2%,0.5%,3.0,34,22%,6.2%,
CC(=O)N1CCN(CC(=O)Nc2ccccc2C(=O)Nc2ccccc2)CC1,4%,.,3%,.,.,0.6%[50 µM],-0.2,55,.,.,
C=CCN1C(=O)N(CC=C)c2cccc3cccc1c23,5%,-0.1%,-5%,3%,1%,-0.1%,2.7,81,2%,?,
